AID2073 – disruptors of CaV2.2 binding to Mint1 – biochemical, HTRF (AID 2073); HTRF protein-protein interaction, Mint1-CaV2.2; higher % means a stronger effect; 0.19% of 290,000 active; one-dose inhibition, % at 20 µM; IC50 in µM for titrated hits; in the data active means inhibition mostly above about 51%, no sharp cut-off; further: some results filed as inactive read as strong as hits
Dynein transport – blocks dynein driven cargo transport along microtubules | 0.47% of 220,000 active | z-score, hits read low | 3617.4 mouse cells, GR-EGFP nuclear translocation imaging; test concentration mostly 20 µM; stimulated with dexamethasone, 1 µM; active compounds read low;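 active means plate z-score of nuclear minus cytoplasmic receptor signal below a set negative limit, without overly bright fluorescence or cell loss, cut at about -3.5 in these data, passing the limit was not always enough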;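 further: z-score of nuclear minus cytoplasmic ring GR-EGFP intensity difference per well; some compounds called inactive have numbers as strong as hits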
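Buffer or medium: Induction medium lacking tetracycline, stripped serum | Also added: Dexamethasone agonist, 1.0 µM final, for 30 min | Timing: 48 h induction, 1 h compound, 30 min dex at 37 °C | Detection: Formaldehyde fixation, Hoechst nuclear stain, 10x automated fluorescence imaging | Measure: Nuclear versus cytoplasmic GR-EGFP signal, averaged per well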
Ins promoter up – MIN6 insulin promoter up-regulation; MIN6 insulin promoter-GFP reporter, high-content imaging; active compounds read high; z-score at 5 µM; 0.3% of 190,000 active; AID 1625;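 active means z-score above 3 at 5 µM with at least 500 cells counted in the well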
MT stabilizer – microtubule stabilization, imaging screen; HeLa tubulin immunostaining HCS, 24 h; share of cells brighter than vehicle mean+2SD; % tubulin-high responders, % at 10 µM; 0.83% of 200,000 active; AID 2205;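 active means plate Z-score above 3 for both tubulin-high and condensed-nucleus cell shares, with cell loss under 80%, at 10 µM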;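 further: anti alpha tubulin signal scored within the nucleus-defined area of each cell; some results filed as inactive read as strong as hits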
HIV peptide binding – cell-free HIV fusion peptide-binding blockers – biochemical, uHTS, fluorescence dequenching, primary screen (AID 1986); cell-free peptide binding, fluorescence dequenching, 30 min; higher % means a stronger effect; one-dose inhibition, % at 20 µM; IC50 in µM for titrated hits; 0.3% of 290,000 active; in the data active means inhibition mostly above about 52%, no sharp cut-off; inactive means mostly below about 76%; further: some results filed as inactive read as strong as hits
Autophagy mod – autophagy modulation, high-content screen; MEF GFP-LC3 puncta imaging; test concentration mostly 10 µM; calls only at 10 µM (by protocol); 0.98% of 190,000 active; AID 463193;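 active means percentage of spot-positive cells more than 3 SD above its plate mean, without a fluorescence outlier flag or 80% toxicity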;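 further: spot-positive cell cutoff set from DMSO-treated cells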
WT yeast gro inh – growth inhibition of WT yeast, mitochondrial fusion screen. mitochondrial fusion phenotypic screen, WT strain. inhibition, % at 10 µM. 2.1% of 190,000 active; in the data active means inhibition above about 58%; tested in S. cerevisiae
Yfh1-depleted yeast – enhancers of respiration in Yfh1-depleted yeast, dose response, Friedreich's ataxia, plus single-dose screen (AID 1465); 0.074% of 220,000 active; one-dose fold induction at 50 µM; EC50 in µM for titrated hits; S. cerevisiae Yfh1-off respiration, WST-1 reduction, 72 h; higher fold induction means a stronger effect;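 active means fold induction of absorbance versus untreated yeast above a set limit, then at least 30% activation at any dose in follow-up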;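 further: activators that raise dye reduction in frataxin-depleted yeast; strong numbers were not always called active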
bCat nuc transl – alters nuclear translocation of beta-catenin in HeLa cells; immunofluorescence imaging; AID 1665; 0.3% of 190,000 active; nuclear translocation activity, % at 5 µM;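 active means nuclear translocation activity above 50% at 5 µM, with a well cell count of 50 or more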;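 further: per-cell ratio of nuclear to cytoplasmic median beta-catenin stain intensity; plate controls were DMSO negative control for no effect and GSK-3 inhibitor IX positive control for full effect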
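System: Human HeLa cells, endogenous beta-catenin | Compound dosing: 5 µM primary, 0.02–20 µM confirmation | Timing: 24 h compound exposure at 37°C, 5% CO2 | Measured by: Fluorescence imaging of beta-catenin antibody stain plus DAPI | Read-out basis: % activation of per-cell nuclear versus cytoplasmic median beta-catenin signal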
WT yeast gro inh mutant strain – also measured in WT yeast gro inh; calls as there; inhibition, %; mitochondrial fusion phenotypic screen, mutant strain inhibition
Dynein transport cytoplasmic EGFP – second read-out of Dynein transport, no call of its own (marks repeat the call); z-score; measured here: cytoplasmic GR-EGFP intensity; active compounds read high
Dynein transport nuclear GR-EGFP – further read-out of Dynein transport, marked with its call; z-score; measured here: nuclear GR-EGFP intensity;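 lower value marks the stronger effect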
Dynein transport cell count – also measured in Dynein transport; calls as there; z-score; measured here: cell count per field
Ins promoter up cell count – second read-out of Ins promoter up, no call of its own (marks repeat the call); cell count; measured here: cytotoxicity, nuclei count;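 total cells summed across four imaged fields per well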
bCat nuc transl cell count 5 µM – also measured in bCat nuc transl; calls as there; cell count; measured here: cell count, cytotoxicity flag
MT stabilizer Hoechst-high % – also measured in MT stabilizer; calls as there; % Hoechst-high responders; measured here: nuclear condensation Hoechst responders;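 share of cells brighter than vehicle mean plus two SD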
MT stabilizer cytotoxicity % – recorded beside MT stabilizer, whose call it bears; toxicity, %; measured here: cytotoxicity by cell density;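 0% = mean cell density of plate MIN control wells and 100% = no cells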
Autophagy mod cell loss 18 h – second read-out of Autophagy mod, no call of its own (marks repeat the call); toxicity, %; measured here: cell loss, nuclei count;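 cell loss after 18 h compound exposure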
Starred values were filed as active, the others as inactive; i = inactive; / = no result given; & = joins results of further samples. Outcome played no part in choosing rows; any-hit rate near 4.2%.

smiles	Dynein transport cell count	Dynein transport nuclear GR-EGFP	Dynein transport	bCat nuc transl	MT stabilizer cytotoxicity %	AID2073	Ins promoter up	Ins promoter up cell count	MT stabilizer	WT yeast gro inh mutant strain	Autophagy mod cell loss 18 h	Yfh1-depleted yeast	HIV peptide binding	Autophagy mod	Dynein transport cytoplasmic EGFP	WT yeast gro inh	bCat nuc transl cell count 5 µM	MT stabilizer Hoechst-high %
O=C(CCS(=O)(=O)Cc1ccccc1)Nc1ccc2c(c1)OCCO2	-1.3	1.3	0.67	-3.5	7.8	-8%	0.06	1461	2.1	-18	18	i	-1.9%	i	0.15	-3	1103	1.2
O=C(CCC1CCCC1)NC1CCCCC1	-1.3	0.73	2.2	/	8.2	4%	0.07	845	1.3	11	-2	i	1.0%	i	-0.091	-10	/	1.5
Cc1nc(Cl)c(C(=O)Nc2cccc(F)c2)c(C)c1Cl	0.089	0.13	0.87	-1.0	5.4	21%	-1.3	1213	1.1	-8	3	i	2.1%	i	-0.36	4	1156	1.8
O=C(Oc1cccc2cccnc12)c1ccc(N2C(=O)C3C4CCC(C4)C3C2=O)cc1 (stereo not drawn)	0.69	-0.5	-0.5	0.9	4.4	2%	-0.17	1227	3.2	7	5	i	-2.2%	i	-0.26	-13	468	3.8
O=C(NC1CCCCC1)C1Cc2ccccc2CN1S(=O)(=O)c1ccc(F)cc1 (stereo not drawn)	-0.4	-0.054	0.15	-3.0	5.5	8%	-0.43	1099	3.9	-7	0	i	0.1%	i	-0.22	17	1218	1.4
CCC(c1nnnn1Cc1ccccc1)N1CCN(c2ccc(OC)cc2)CC1 (stereo not drawn)	0.9	-0.24	-0.34	-0.4	5.0	-2%	-1.9	1498	2.3	-1	13	i	-1.4%	i	-0.38	10	1040	1.8
CCOC(=O)c1sc2c(c1C)c(=O)c(C(=O)OCC)cn2CC	0.34	-0.19	-0.88	0.5	5.3	0%	-0.15	1587	3.8	-7	-6	i	-2.0%	i	-0.24	9	1368	2.2
CC1CN(C(=O)C(C)Sc2nnnn2C)CC(C)O1 (stereo not drawn)	0.4	-0.47	-1.1	0.8	6.4	5%	-0.48	1287	1.8	-3	0	i	0.9%	i	-0.18	-18	1093	2.5
O=C(Nc1ccc2c(c1)OCCO2)C1CCN(S(=O)(=O)c2cccs2)CC1	0.77	-0.079	-0.73	/	7.9	-1%	-0.46	857	1.6	15	-5	i	6.2%	i	-0.22	6	/	0.9
COc1ccc(NCC(=O)Nc2ccc(Cl)cc2C)c(OC)c1	0.51	0.63	0.25	0.8	4.7	-12%	0.78	1823	5.8	-20	3	i	-1.3%	i	-0.22	-24	1100	1.0
Cc1nc2oc3c(NCC4CCCO4)ncnc3c2c2c1COC(C)(C)C2 (stereo not drawn)	-0.66	0.72	1.3	0.6	12	31%	-0.25	1517	2.6	-2	5	i	0.1%	i	0.37	-3	1147	2.8
CCn1c(SCC(=O)NC2CCCCC2)nnc1-c1cccs1	-0.81	0.47	0.8	0.1	4.7	-4%	0.47	1290	1.1	21	-9	i	-2.2%	i	-0.21	10	990	1.8
COc1ccc(C)cc1NC(=O)COC(=O)c1ccc([N+](=O)[O-])o1	0.68	-0.24	-0.74	-1.2	5.9	13%	1.2	1280	1.6	-2	-35	i	-2.5%	i	-0.074	-1	1176	2.2
Cc1ccc(N2N=C(c3ccc(Br)cc3)CCC2=O)cc1	0.43	0.12	0.071	1.6	4.7	-4%	-0.55	1345	3.8	13	-3	i	0.8%	i	-0.24	4	1078	1.6
Cn1c(=O)c2c(nc(Oc3ccc4c(c3)OCO4)n2Cc2ccc(Br)cc2)n(C)c1=O	0.39	-0.11	-1.4	0.0	/	-2%	-0.2	1025	/	/	/	i	0.9%	/	-0.27	/	1332	/
CCC(C)NC(=O)N[C@@H](CCSC)C(=O)OC (stereo partly drawn)	0.52	-0.056	-0.11	-0.8	0.8	-4%	/	/	3.2	-37	1	i	0.3%	i	-0.2	-15	1118	2.5
O=C(CCn1cccc1)NCCc1ccc(Cl)cc1	-2.1	2.2	2.3	-2.7	0.7	2%	0.52	1368	4.2	9	15	i	2.6%	i	-0.38	9	915	0.8
COc1cccc(C(=O)c2c(C)c(CCC#N)n3ccccc23)c1	-0.29	0.39	0.38	-5.0	2.9	-4%	-0.67	1597	2.0	27	-20	i	2.1%	i	-0.24	10	1006	1.0
CCOc1ccc2nc(/N=C/c3c(C)[nH]n(-c4ccccc4)c3=O)sc2c1	0.21	-0.011	-0.017	/	3.3	-5%	0.74	1278	3.5	29	-6	i	0.4%	i	-0.2	1	/	2.7
CSCCC(NC(=O)C1CCCCC1)c1nc2ccccc2[nH]1 (stereo not drawn)	-0.2	0.16	-0.34	0.7	/	-10%	0.09	1145	/	/	/	i	-0.5%	/	-0.13	/	1334	/
O=C(O)CC/C(=N\Nc1ccc(S(=O)(=O)N2CCCC2)cc1[N+](=O)[O-])c1cccs1	0.016	0.89	0.42	-6.5	2.2	13%	/	/	2.6	3	-8	i	5.0%	i	-0.17	17	1160	1.5
Cc1ccc(C2N(c3cccc(Cl)c3)C(=O)N3CCCN23)cc1 (stereo not drawn)	-0.45	0.57	1.3	-0.2	/	4%	0.1	1485	/	/	/	i	-0.4%	/	-0.26	/	1157	/
COc1ccc(C(=O)/C=C/Nc2ccc(S(=O)(=O)Nc3nc(C)cc(C)n3)cc2)cc1OC	-0.21	-0.23	-0.2	/	8.8	16%	-0.25	1299	1.8	0	6	i	0.8%	i	-0.25	9	/	2.5
COc1cc(OC)c2c(-c3ccccc3)cc(=O)oc2c1C(CCN1CCCC(C)C1)c1ccc(N(C)C)cc1 (stereo not drawn)	-0.55	0.015	0.12	-1.1	/	10%	/	/	/	/	/	i	-1.4%	/	-0.63	/	1138	/
Cc1ccccc1-n1nnnc1SCC(=O)Nc1ccc(S(=O)(=O)N2CCCC2)cc1	0.38	0.25	-0.087	-1.7	4.7	1%	-0.32	1843	5.3	-17	2	i	-0.7%	i	-0.22	-7	1106	1.8
CCOc1ccc(CCNC(=O)COC(=O)c2cc(OC)c(OC)c(OC)c2)cc1OCC	0.54	-0.25	-0.091	2.0	5.9	2%	-0.82	1395	3.1	-2	-2	i	1.3%	i	-0.24	-3	1114	1.6
CC1=Nc2ccc(C)cc2/C1=C/c1c(N)n2oc(C)cc2nc1=O	-0.095&0.82	0.27&0.14	0.33&0.2	0.7&3.9	7.2	33%&40%	0.05	1174	2.4	-8	-7	i	10%&30%	i	-0.16&-0.14	0	1340&1028	2.1
COc1ccccc1N(CC(=O)Nc1ccc(F)c(F)c1)S(C)(=O)=O	-0.0072	0.16	0.3	0.2	5.3	9%	-0.04	1142	3.4	17	35	i	-0.9%	i	-0.037	12	1070	2.0
COC(=O)C1=C(N)OC2=C(C(=O)CCC2)C1c1cccnc1 (stereo not drawn)	-0.58	0.54	1.1	0.5	5.4	4%	/	/	1.2	-4	5	i	0.7%	i	-0.24	-10	1510	1.4
CSc1ccccc1-c1nnc(-c2ccc(Cl)c(Cl)c2)o1	0.67	0.32	-0.067	-0.4	9.6	-3%	-0.83	1153	3.4	-3	19	i	-1.6%	i	-0.12	7	838	2.9
O=C(Nc1ccccn1)c1ccc(=O)[nH]n1	0.3	-0.058	0.013	/	3.4	1%	0.1	1334	3.7	14	0	i	0.6%	i	-0.21	15	/	2.1
Cc1cc2c(N=NC(=O)C3CC3c3ccccc3)c(O)[nH]c2cc1Br (stereo not drawn)	0.69	-0.67	-0.77	0.8	6.6	11%	-0.82	1240	2.1	15	-6	i	-1.5%	i	-0.31	36	936	2.7
Cc1c(N/C=C/C(=O)c2cccs2)c(=O)n(-c2ccccc2)n1C	0.71	-0.11	-0.66	0.2	7.1	2%	-0.08	1172	3.6	-7	0	i	-2.0%	i	-0.2	-7	1188	1.7
Cn1c(N)c(C(=O)Nc2c(Cl)cccc2Cl)sc1=S	0.27	-0.3	-0.58	0.9	/	-21%	-0.25	1122	/	/	/	i	-1.6%	/	-0.24	/	1241	/
COCCn1c(C)cc(C(=O)CSc2nc3ccccc3c(=O)n2Cc2ccco2)c1C	-0.53	-0.27	0.14	/	7.9	-11%	-1.5	1220	2.6	-46	23	i	4.8%	i	-0.26	-30	/	2.0
COCC(C)NC(=O)c1ccc(-n2nc(C(F)(F)F)cc2-c2cccs2)cc1 (stereo not drawn)	-0.058	0.26	-0.33	0.5	6.0	0%	1.3	834	1.7	-13	30	i	-0.4%	i	0.75	-6	1046	2.1
COCCNC(=O)c1cn(C)c(=O)c2cc(OC)c(OC)cc12	-0.98	-0.057	-0.27	-4.8	4.2	-1%	-0.26	1178	4.0	-1	19	i	-0.3%	i	-0.33	5	1070	1.0
COC(=O)[C@@H]1C[C@@]2(O)[C@@H](O)[C@@H](O)[C@@H](O)C[C@H]2N1Cc1cc(OC)cc(OC)c1	0.37	-0.2	-0.69	1.2	/	-9%	0.1	1091	/	/	/	i	1.1%	/	0.99	/	1403	/
